H1N1 NS1A inhibition = H1N1 influenza NS1A inhibitors, functional cell based assay (AID 504329). NS1A functional cell-based assay, percent inhibition; higher % means a stronger effect. inhibition, % at 12.5 µM, or IC50 in µM where a hit was titrated. actives 0.3% (n = 340,000); in the data active = a potency from the dose series; inconclusive = inhibition above about 27% without an active follow-up result; note: strong numbers were not always called active
Salmonella PhoP GFP = Inhibition of PhoP regulon, Salmonella typhi GFP reporter cells, confirmation, 4 h (AID 1850); Salmonella Typhi PhoP-promoter GFP reporter, fluorescence, 4 h; higher % means a stronger effect; inhibition, % at 50 µM, or IC50 in µM where a hit was titrated; actives 0.33% (n = 310,000); in the data active = a potency from the dose series; inconclusive = inhibition mostly from about 25% at the one dose, without a potency; inactive = the rest, 99 in 100 with inhibition below about 19%;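 note: 0% = induced wells with vehicle and 100% = uninduced wells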
tuberculosis growth = growth inhibition of non-replicating M. tuberculosis (AID 488890) | actives 0.39% (n = 320,000) | Mycobacterium tuberculosis non-replicating, growth inhibition; higher % means a stronger effect | inhibition, % at 25 µM, or IC50 in µM where a hit was titrated; in the data active = a potency from the dose series; inconclusive = inhibition mostly from about 82% at the one dose, without a potency; inactive = the rest, 99 in 100 with inhibition below about 76%;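 note: plate controls were DMSO cells for no effect and high antibiotic wells for full effect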
M. tuberculosis HTS = M. tuberculosis growth inhibition, HTS (AID 449762); inhibition, % at 25 µM, or IC50 in µM where a hit was titrated; M. tuberculosis H37Rv growth inhibition, 7H9 media; higher % means a stronger effect; actives 0.59% (n = 330,000); in the data active = a potency from the dose series; inconclusive = inhibition above about 70% without an active follow-up result;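 note: bacterial growth assessed after seven days of incubation; strong numbers were not always called active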
inhibitors of VEEV = inhibitors of VEEV TC-83 cytopathic effect, confirmation, Vero cells (AID 588727). Vero cells, VEEV TC-83 cytopathic effect inhibition; higher % means a stronger effect. inhibition, % at 20 µM, or IC50 in µM where a hit was titrated. actives 0.13% (n = 350,000); in the data active = a potency from the dose series; inconclusive = inhibition mostly from about 14% at the one dose, without a potency; inactive = the rest, 99 in 100 with inhibition below about 12%; note: strong numbers were not always called active
inhibitors of VEEV 10K pilot screen = second read-out of inhibitors of VEEV, no call of its own (marks repeat the call); inhibition, %; measured here: 10K pilot screen inhibition
An asterisk follows results filed as active; i = inactive; ? = inconclusive; / = no result given; & = joins results of further samples.

SMILES	H1N1 NS1A inhibition	Salmonella PhoP GFP	tuberculosis growth	M. tuberculosis HTS	inhibitors of VEEV	others
CCCCc1ccc(NC(=S)NCCCN2CCOCC2)cc1	-9.5%	-5.2%	73.7%	3.8%	i
CCCC(=O)Nc1ccc(N2CCN(C(=O)CCC)CC2)cc1	-4.9%	2.4%	3.6%	-4.4%	3.6%
CC(C(=O)Nc1ccc(S(=O)(=O)Nc2ncccn2)cc1)N1C(=O)c2ccccc2S1(=O)=O (stereo not drawn)	-11.8%	1.7%	-12.7%	-2.1%	2.6%
CCOC(=O)c1nc(C)c(C(C)=O)s1	-4.5%	-2.6%	-8.4%	-0.2%	0.7%	inhibitors of VEEV 10K pilot screen=0.9
O=S(=O)(c1ccccc1)c1nc(-c2ccco2)oc1N1CCOCC1	6.5%	-4.0%	-8.3%	0.3%	1.4%
COc1ccc(CC(=O)NC(C)(C)CC(C)=O)cc1OC	1.3%	-1.5%	-10.2%	-5.0%	0.7%
O=S(=O)(c1ccc(Oc2ccc(S(=O)(=O)N(CCO)CCO)cc2)cc1)N(CCO)CCO	-17.2%	-1.4%	2.3%	-1.0%	1.2%
COc1ccc(CC2(CO)CCN(Cc3cnc(-c4ccccc4C)nc3)CC2)cc1	-5.3%	-6.5%	17.3%	-9.7%	4.1%
Cc1ccc(S(=O)(=O)Cc2ccc(C(=O)NCCCN3CCN(C)CC3)o2)cc1	1.2%	-4.4%&-3.0%	-6.1%	-20.7%	3.6%
Cc1nc(N/N=C/c2ccccn2)sc1C	/	-7.0%	?	?	/
O=C(O)c1ccc(-c2nc(-c3ccccc3)c(-c3ccccc3)[nH]2)cc1	-1.9%	-14.0%	27.1%	12.7%	i
C[C@H](CO)N1C[C@H](C)[C@@H](CN(C)C(=O)Nc2ccc3c(c2)OCO3)Oc2ccc(NC(=O)Cn3cnnn3)cc2C1=O	6.8%	/	9.1%	-2.1%	0.1%	inhibitors of VEEV 10K pilot screen=0.0
Cc1cccc(/C=C2\Sc3ccc(C(=O)NCC4CCCO4)cc3N(C)C2=O)c1 (stereo not drawn)	-5.7%	3.6%	12.4%	?	6.9%
C/C(=N\NC(=O)c1nnn(-c2nonc2N)c1COc1ccc(F)cc1)c1ccc(Cl)cc1	1.8%	-2.6%	-11.4%	3.5%	1.7%
CC(=O)CC(c1ccccc1[N+](=O)[O-])c1c(O)c2ccccc2oc1=O (stereo not drawn)	-2.0%	2.1%	2.3%	4.2%	1.0%
COC(=O)c1ccccc1NC(=S)NC(C)=O	-7.2%	2.2%	9.5%	1.6%	1.1%
COC(CNc1ncnc2sc(-c3ccccc3)cc12)OC	-2.6%	-4.5%	23.3%	22.8%	7.3%
O=C(NCC1CCCO1)c1cc(C(=O)C2CCCCC2)c[nH]1 (stereo not drawn)	-6.3%	11.5%	12.2%	-5.2%	1.4%
CCc1ccc(OCC(=O)Nc2ccncc2)cc1	-14.7%	-3.6%	?	29.4%	0.4%
CC1CCC(N2CCN(c3ncccn3)CC2)C1 (stereo not drawn)	11.3%	-4.8%	-2.7%	2.3%	1.5%
c1ccc(C(c2ccccc2)c2ccncc2)cc1	1.3%	/	/	/	0.3%
C[C@H]1CN(S(=O)C(C)(C)C)[C@@H](CCO)/C1=C\c1ccccc1 (stereo partly drawn)	-7.4%	/	/	/	i
Cc1cccc(OCCNC(=S)NC(=O)c2cncc(Br)c2)c1	-11.5%	0.6%	3.9%	-2.9%	2.2%
CCc1ccc(C(=O)COC(=O)C2=NN(c3ccccc3)C(=O)CC2)cc1	-2.0%	/	4.3%	-0.1%	0.6%
Cc1cccc(-n2c(=O)c(C#N)cc3c(=O)n4ccccc4nc32)c1	4.3%	-2.3%	-3.9%	12.4%	0.6%
Cc1c[n+](CC(=O)c2ccccc2)c(C)cn1	-1.5%	-7.1%	18.3%	-2.9%	0.4%
CCOC(=O)N1CCC(NC(=O)c2ccc3c(c2)N(CC)CCS3)CC1	-2.4%	-3.1%	-19.1%	-4.0%	2.9%
COc1cc2c(cc1OC)C(=O)NCC(C)(C)O2	13.6%	-6.5%	16.6%	0.3%	i
C=CCN1C(=O)N/C(=C/c2ccc(N3CCOCC3)o2)C1=O	/	10.7%	50.7%	-3.0%	/
Cc1ccccc1Nc1nnc(SCC(=O)NC(=O)NCc2ccco2)s1	0.1%	-0.5%	73.7%	-2.7%	5.1%	inhibitors of VEEV 10K pilot screen=2.3
Cc1nn(Cc2cccc(C(=O)Nc3ccn(Cc4c(F)c(F)cc(F)c4F)n3)c2)c(C)c1[N+](=O)[O-]	6.9%	-0.2%	30.1%	11.8%	i
c1ccc(CCNc2nc(-c3cccnc3)cs2)cc1	3.7%	1.1%	63.2%	4.6%	2.2%
COc1ccc(N(C)S(=O)(=O)c2ccc(Cl)c(C(=O)NNC(=O)c3ccccc3O)c2)cc1	-7.5%	/	/	/	1.3%
O=C(Nc1nnc(C2CC2)s1)c1cc2ccccc2o1	-13.0%	/	/	/	10.2%
CCN(CC)CCOC(=O)c1ccc(NC(=O)CNC(=O)c2ccccc2)cc1	4.7%	-2.4%	6.7%	-2.5%	0.7%
COc1ccccc1C1C(C(N)=O)=C(C)Nc2nc(-c3ccccc3Cl)nn21 (stereo not drawn)	-6.2%	0.2%	4.3%	-7.0%	0.9%
CC(=O)c1cc2c(cc1NS(=O)(=O)c1ccc(C)cc1)OCCO2	3.5%	-2.4%	-5.4%	0.8%	5.0%
O=C(CCN1C(=O)S/C(=C\c2ccccc2)C1=O)Nc1ccc(O)cc1C(=O)O	1.3%	-12.8%	13.1%	3.7%	1.8%
O=C(NCC1OCCCN1S(=O)(=O)c1cc(F)ccc1F)C(=O)NC1CCCCC1 (stereo not drawn)	-9.3%	-6.8%	-8.9%	5.4%	0.2%
c1coc(CNC2CCCCC2)c1	1.1%	6.9%	-2.3%	4.0%	0.6%
CCCN1CCN(CC(=O)Nc2cc(OCC)ccc2OCC)CC1	-9.4%	6.9%	18.8%	9.7%	1.2%
Cn1c(Cl)c(/C=N/OC(=O)C2CC2)c2ccccc21	-7.1%	-0.4%	62.7%	?	4.4%
CCOc1ccc(NC(=O)c2ccc(NCC(=O)N3CCCCCC3)cc2)cc1	6.4%	0.3%	31.1%	6.2%	0.6%
CC(=O)N(CCc1ccccc1C)Cc1cc2cc(C)ccc2[nH]c1=O	-0.3%	3.8%	1.0%	1.6%	2.2%
O=C(Nc1nc2ccccc2s1)c1ccccc1[N+](=O)[O-]	-0.5%	-4.2%	1.9%	-0.2%	1.3%
CCn1c(-c2ccccc2SC)n[nH]c1=S	4.5%	4.5%	-0.4%	-6.7%	1.3%
O=S(=O)(Cc1ccc(Cl)cc1)Oc1ccc(Cl)cc1	-3.2%	/	/	/	4.0%
COC(=O)c1ccc(-n2c(C)nc(=O)c(-c3ccccc3)c2C)cc1	4.7%	20.8%	11.7%	-2.3%	0.2%
CC(=O)c1ccc(N2CCN(c3ccnc4cc(Cl)ccc34)CC2)cc1	5.5%	6.8%	3.8%	1.9%	2.2%
O=C(CN1C(=O)C2C3C=CC(C3)C2C1=O)Nc1ccc(S(=O)(=O)Nc2nccs2)cc1 (stereo not drawn)	-5.7%	-1.2%	38.7%	-8.0%	0.9%
Cc1sc2ncnc(OCC(=O)c3ccc(S(=O)(=O)N4CCCC4)cc3)c2c1C	0.5%	2.9%	15.3%	-10.6%	i
O=C(COC(=O)CSc1ccc2ccccc2c1Br)NC1CC1	-2.8%	-2.5%	43.3%	7.0%	i
CC(C)(C)c1cc(=O)n(-c2ccccc2)[nH]1	0.5%	-1.9%	50.1%	-3.0%	2.0%
COc1ccc(N(CC(=O)Nc2cccc3ccccc23)S(C)(=O)=O)cc1	15.9%	-3.2%	28.1%	5.6%	1.1%
CN1C2CCC1/C(=C/c1cccn1C)C(=O)/C2=C\c1cccn1C	19.5%	-81.0%	-15.2%	10.6%	1.9%	inhibitors of VEEV 10K pilot screen=7.2
COc1ccc(S(=O)(=O)Nc2ccc3c(c2)CC(=O)N([C@H](C)CO)C[C@H](C)[C@H](CN(C)C(=O)Nc2ccc4c(c2)OCO4)O3)cc1	7.2%	/	46.6%	-2.0%	7.2%
CSCC[C@H](NC(=O)C1CCC(CNC(=O)[C@@H]2CCCN2C(=O)OC(C)(C)C)CC1)C(=O)O (stereo partly drawn)	8.1%	-16.7%	5.0%	-1.4%	i
O=S(=O)(NC(=S)c1ccccc1)c1ccccc1	-3.6%	5.6%	1.6%	-1.4%	i
NC(=O)CCC1NC(=S)N(Cc2ccccc2)C1=O (stereo not drawn)	-2.6%	-12.6%	-16.3%	-18.6%	2.1%
CCOc1cc(/C=N/NC(=O)c2ccc(N(C)S(=O)(=O)c3ccccc3)cc2)ccc1OC	1.0%	7.4%	17.4%	0.4%	11.0%

Reprinted at random: two records from the list, in no set order.
SMILES	H1N1 NS1A inhibition	Salmonella PhoP GFP	tuberculosis growth	M. tuberculosis HTS	inhibitors of VEEV	others
CC(=O)c1ccc(N2CCN(c3ccnc4cc(Cl)ccc34)CC2)cc1	5.5%	6.8%	3.8%	1.9%	2.2%
CC(C)(C)c1cc(=O)n(-c2ccccc2)[nH]1	0.5%	-1.9%	50.1%	-3.0%	2.0%

(list continues)
SMILES	H1N1 NS1A inhibition	Salmonella PhoP GFP	tuberculosis growth	M. tuberculosis HTS	inhibitors of VEEV	others
COc1ccccc1N(CC(=O)NC(C)(C)C)C(=O)Cn1nnc(-c2ccc(C)o2)n1	-0.8%	-4.5%	11.3%	-2.2%	3.7%
CC1CN(c2ccc(S(=O)(=O)N3CCOCC3)cn2)CC(C)O1 (stereo not drawn)	7.5%	-3.4%	-7.5%	-7.4%	i
COc1c(N2CCN(C(=S)NCc3ccccc3)C(C)C2)c(F)cc2c(=O)c(C(=O)O)cn(C3CC3)c12 (stereo not drawn)	-11.0%	36.1µM*	?	?	3.5%	inhibitors of VEEV 10K pilot screen=2.3
CC(C)c1c(C(=O)N/N=C/c2ccco2)nnn1-c1nonc1N	-2.5%	9.2%	-0.7%	2.1%	2.3%
Cc1cc(C)n(-c2nc3c(c(=O)[nH]c(=O)n3C)n2CC(O)COc2ccccc2C)n1 (stereo not drawn)	-1.8%	-8.9%	9.9%	-14.5%	i
CCOC(=O)c1cccc(C2=CC(=O)C[C@H](c3ccc(Cl)cc3)C2)c1	-2.2%	/	-28.3%	?	2.7%
Cc1ccc(S(=O)(=O)N2CCC(=O)N(CCOCc3ccccc3C)CC2)cc1	3.6%	-3.8%	-3.5%	-6.8%	1.1%
CCN(CC(=O)Nc1c(F)cccc1F)C(=O)c1cc(C)nc2ccccc12	-9.9%	1.3%	0.8%	-5.2%	1.1%
O=C1c2oc3ccc(F)cc3c(=O)c2C(c2ccc(F)cc2)N1CCCN1CCOCC1 (stereo not drawn)	-3.0%	-7.5%	/	-4.8%	0.6%
Cc1nn(C)c(C)c1S(=O)(=O)NCc1cccs1	-3.2%	4.8%	3.9%	-2.5%	0.0%
CCOC(=O)c1c(C)[nH]c(C(=O)COC(=O)CCC2CCCC2)c1C	-17.0%	-6.2%	54.4%	10.1%	1.8%
CC(NS(=O)(=O)c1cccc(Cl)c1)C(=O)N(C)C1CCN(C)CC1 (stereo not drawn)	-5.4%	1.0%	-7.5%	-2.3%	4.7%
COc1ccc(CNC(=O)C(=O)NCC2CCCN2S(=O)(=O)c2cccs2)cc1 (stereo not drawn)	-2.7%	1.9%	24.3%	10.1%	1.4%
CC(C)(C)OC(=O)NCc1ccc(NC(=O)c2nc[nH]c2C(=O)NCCN(CCNC(=O)c2[nH]cnc2C(=O)Nc2ccc(CNC(=O)OC(C)(C)C)cc2)CCNC(=O)c2[nH]cnc2C(=O)Nc2ccc(CNC(=O)OC(C)(C)C)cc2)cc1	-1.5%	/	-11.4%	9.7%	5.7%
Cc1cc(C=C2C(=O)c3ccccc3C2=O)c(C)n1-c1cccc(C(=O)O)c1	-7.2%	-4.7%	-17.1%	8.3%	0.2%
CCOc1ccc(-n2c(COc3ccc(C)cc3)nnc2SCC(N)=O)cc1	4.6%	0.6%	18.7%	-6.1%	5.9%
COc1cccc(NC(=O)Cn2c3ccc(OC)cc3c3nc4n(c(=O)c32)CCS4)c1	5.2%	-9.6%	-7.8%	1.6%	0.4%

In the list so far, these contain bromine.
SMILES	H1N1 NS1A inhibition	Salmonella PhoP GFP	tuberculosis growth	M. tuberculosis HTS	inhibitors of VEEV	others
Cc1cccc(OCCNC(=S)NC(=O)c2cncc(Br)c2)c1	-11.5%	0.6%	3.9%	-2.9%	2.2%
O=C(COC(=O)CSc1ccc2ccccc2c1Br)NC1CC1	-2.8%	-2.5%	43.3%	7.0%	i
